Bioassay records deposited in PubChem BioAssay by several laboratories.
GPR35 antagonists: GPR35 antagonists blocking zaprinast-driven arrestin recruitment, primary screen, imaging, U2OS, beta-arrestin-GFP, zaprinast agonist (AID 2058); U2OS GPR35 beta-arrestin-GFP translocation imaging, zaprinast antagonism; higher % means a stronger effect; inhibition, % at 10 µM, or IC50 in µM where a hit was titrated; actives 0.052% (n = 290,000);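 active means inhibition of at least 50% with at least 30 cells and total cytoplasm GFP at most 10,000,000; inconclusive means under 30 cells or total GFP of 10,000,000 plus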
GPR55 antagonists: inhibition of LPI-stimulated GPR55 beta-arrestin translocation – imaging, U2OS, beta-arrestin-GFP, LPI agonist, primary screen (AID 2013); U2OS GPR55 beta-arrestin-GFP translocation imaging, LPI antagonism; higher % means a stronger effect; inhibition, % at 10 µM; hits with a dose series show IC50 in µM; actives 0.13% (n = 290,000);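 active means spots per cell inhibited over 60%, with over 100 cells counted and total cytoplasm intensity under 500,000; inconclusive means wells with under 100 cells, flagged as likely toxic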;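 further: U2OS cells stably carrying GPR55 and arrestin-GFP stimulated by 5 µM LPI near EC80; imaged beta-arrestin-GFP aggregate spots per cell after agonist stimulation; plate controls were LPI-stimulated DMSO wells for no effect and DMSO wells without LPI for full effect; some results filed as inactive read as strong as hits; confirmed hits need IC50 under 10 µM and bright autofluorescent wells are also inconclusive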
GPR55 activation: GPR55 agonists via beta-arrestin recruitment, primary screen, imaging, U2OS cells, beta-arrestin-GFP redistribution (AID 1961). U2OS GPR55 beta-arrestin-GFP redistribution imaging; higher % means a stronger effect. one-dose activation, % at 10 µM; EC50 in µM for titrated hits. actives 0.048% (n = 290,000);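 active means activation above 40% with more than 50 cells counted in the well; inconclusive means wells holding fewer than 50 cells, flagged as toxic or sparse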;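 further: U2OS osteosarcoma cells stably expressing GPR55 and beta-arrestin-GFP; plate controls were DMSO negative control for no effect and LPI positive control for full effect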
West Nile virus CPE: inhibition of WNV-induced cytopathic effect – cell-based, CPE readout (AID 1621). CPE inhibition, % at 10 µM, or IC50 in µM where a hit was titrated. actives 0.02% (n = 290,000). West Nile virus-infected cells, CPE inhibition; higher % means a stronger effect; in the data active means a potency from the dose series; inconclusive means CPE inhibition mostly from about 3.7% at the one dose, without a potency; inactive means the rest, 99 in 100 with CPE inhibition below about 2.2%; further: strong numbers were not always called active
HIV fusion peptide: inhibitors of HIV fusion peptide binding, primary screen, biochemical, uHTS, fluorescence dequenching (AID 1986); actives 0.3% (n = 290,000); inhibition, % at 20 µM; hits with a dose series show IC50 in µM; cell-free peptide binding, fluorescence dequenching, 30 min; higher % means a stronger effect; in the data active means inhibition mostly above about 52%, no sharp cut-off; inactive means mostly below about 76%; further: some results filed as inactive read as strong as hits
KOR beta-arrestin-1: kappa opioid receptor blockers – cell-based, luminescence, uHTS (AID 1778); KOR beta-arrestin recruitment, luminescence, antagonist mode; higher % means a stronger effect; one-dose inhibition, % at 10 µM; IC50 in µM for titrated hits; actives 0.091% (n = 290,000); in the data active means inhibition above about 50%; further: strong numbers were not always called active
Dengue-2 NS5 capping: Dengue-2 NS5 methyltransferase inhibitors, primary screen, biochemical, confirmation dose response (AID 588689); Dengue-2 NS5 methyltransferase capping enzyme assay, biochemical; higher % means a stronger effect; one-dose inhibition, % at 25 µM; IC50 in µM for titrated hits; actives 0.3% (n = 340,000); in the data active means a potency from the dose series; inconclusive means inhibition above about 29% without an active follow-up result
KOR beta-arrestin-2: kappa opioid receptor activators – cell-based, luminescence, uHTS, primary screen (AID 1777) | KOR beta-arrestin recruitment, luminescence; higher % means a stronger effect | activation, % at 10 µM; hits with a dose series show EC50 in µM | actives 0.02% (n = 280,000); in the data active means activation above about 50%, passing the limit was not always enough; further: a part of the inactive calls stands beside numbers as strong as those of hits
NOD1 NF-kB reporter: NOD1 signaling inhibitors, primary screen, cell-based, luminescence, uHTS (AID 1578); NOD1-driven NF-kB luciferase reporter cells, luminescence; higher % means a stronger effect; inhibition, % at 4 µM; hits with a dose series show EC50 in µM; actives 1% (n = 290,000); in the data active means inhibition mostly above about 36%, no sharp cut-off; inactive means mostly below about 34%;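 further: HEK-293T reporter cells stimulated with the NOD1 agonist gamma-tri-DAP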
Dengue-2 NS5 capping pilot replicate: second read-out of Dengue-2 NS5 capping, no call of its own (marks repeat the call); inhibition, %; measured here: pilot screen replicate inhibition
* hit, by the source's call; ? = inconclusive; . = no result given; [ ] = remark or other dose. These rows are one share of the data; count on the stated rates, not on these rows.

SMILES	GPR35 antagonists	GPR55 antagonists	GPR55 activation	West Nile virus CPE	HIV fusion peptide	KOR beta-arrestin-1	Dengue-2 NS5 capping	KOR beta-arrestin-2	NOD1 NF-kB reporter	others
C/C(=N\NS(=O)(=O)c1cccc([N+](=O)[O-])c1)c1cccnc1	3%	-4%	0.2%	-0.4%	-1.6%	-5%	1%	-7.0%	-18%
CCCOc1ccc(C2=CSC3=NCCN23)cc1	4%	4%	-0.3%	-0.5%	2.5%	-26%[20 µM]	1%	2.7%	4%
Cc1ccc(COc2cccc3c2CCN(Cc2ccc(F)cc2)C3=O)cc1	-5%	-6%	0.2%	.	-1.0%	3%	-1%	-1.4%	42%
CSc1ccc(CN(C)C(=O)c2cc(=O)[nH]c3ccccc23)cc1	-11%	1%	-0.2%	-0.5%	-1.6%	9%	-2%	0.7%	-32%
O=C(NNC1=NC2(CCCC2)Cc2ccccc21)c1cccnc1	12%	5%	-0.1%	-0.1%	-1.1%	-29%[20 µM]	-5%	.	-32%
CN(C(=O)C1CCN(c2ncnc3c2nc2n3CCCCC2)CC1)C1CCCCC1	-13%	-14%	-0.1%	1.1%	2.2%	-21%	-11%	8.1%	9%
Cc1cc2oc(=O)cc(CN3CCC(C)CC3)c2c(C)c1Cl	-8%	0%	-0.3%	-0.2%	4.3%	8%	-10%	3.4%	-33%
Cc1nnc(NC(=O)c2ccccc2C(=O)O)s1	-8%	-8%	0.2%	0.1%	-2.6%	5%	-2%	0.7%	25%	Dengue-2 NS5 capping pilot replicate=-2.4
COc1ccccc1C(=O)NCCOc1ccc(C)c(C)c1	10%	26%	-0.1%	-0.8%	2.5%	5%[20 µM]	1%	-0.7%	-6%
Cc1ccc(S(=O)(=O)Nc2c(NC3CCCCC3)c3ccccc3oc2=O)cc1C	-6%	5%	-0.4%	0.3%	0.7%	-31%	-2%	1.6%	-20%

Random excerpt: 2 entries already listed.
SMILES	GPR35 antagonists	GPR55 antagonists	GPR55 activation	West Nile virus CPE	HIV fusion peptide	KOR beta-arrestin-1	Dengue-2 NS5 capping	KOR beta-arrestin-2	NOD1 NF-kB reporter	others
Cc1ccc(S(=O)(=O)Nc2c(NC3CCCCC3)c3ccccc3oc2=O)cc1C	-6%	5%	-0.4%	0.3%	0.7%	-31%	-2%	1.6%	-20%
C/C(=N\NS(=O)(=O)c1cccc([N+](=O)[O-])c1)c1cccnc1	3%	-4%	0.2%	-0.4%	-1.6%	-5%	1%	-7.0%	-18%

Continuation.
SMILES	GPR35 antagonists	GPR55 antagonists	GPR55 activation	West Nile virus CPE	HIV fusion peptide	KOR beta-arrestin-1	Dengue-2 NS5 capping	KOR beta-arrestin-2	NOD1 NF-kB reporter	others
O=C(c1cccs1)N1CCC(c2nc3ccccc3s2)CC1	-13%	-3%	-0.1%	0.1%	1.5%	4%	-1%	2.3%	-9%
O=C(CCN1C(=O)c2ccccc2C1=O)NCc1cccc(Cl)c1	-10%	4%	-0.1%	-0.3%	1.1%	5%	-6%	4.0%	21%
CC(Sc1nc(-c2ccc(F)cc2)cs1)C(=O)N1c2ccccc2CC1C (centres undefined)	?	10%	1.6%	-1.0%	0.9%	10%	-9%	-0.6%	-20%
Cc1ccc(C(=O)N2CC(=O)Nc3ccc(F)cc3C2c2ccc(F)cc2)cc1[N+](=O)[O-] (centres undefined)	5%	4%	-0.2%	-1.3%	-2.2%	31%	-4%	-0.2%	4%
CCOC(=O)C1(Cc2cccc(F)c2)CCN(C(=O)Cc2cccnc2)CC1	2%	4%	0.0%	-0.9%	0.9%	-18%	7%	1.7%	-40%
Cc1cc(NC(=O)CN2C(=O)NC(C)(CCc3ccccc3)C2=O)no1 (centres undefined)	14%	0%	-0.4%	-0.4%	0.7%	-14%	2%	0.5%	-15%
O=S(=O)(Nc1ccccn1)c1cccc(S(=O)(=O)c2ccc(Cl)cc2)c1	-11%	7%	-0.4%	-0.3%	0.7%	19%	-8%	-1.9%	-18%
Cc1c(C(C)(C)C)c(C=S)n2ccccc12	0%	-8%	0.0%	0.1%	17%	-28%	13%	3.3%	22%
N#CCSc1nnc(Cc2cccs2)n1C1CCCCC1	-11%	-1%	1.1%	-0.3%	-0.8%	27%	-6%	-2.8%	-5%
Cc1cc(C)cc(C(=O)NC(CC(N)=O)c2ccc(NCC3CC3)c([N+](=O)[O-])c2)c1 (centres undefined)	-9%	14%	-0.1%	-1.4%	16%	-4%[20 µM]	0%	-3.8%	50%

A section of the results above, as a working copy:
SMILES	GPR35 antagonists	GPR55 antagonists	GPR55 activation	West Nile virus CPE	HIV fusion peptide	KOR beta-arrestin-1	Dengue-2 NS5 capping	KOR beta-arrestin-2	NOD1 NF-kB reporter	others
O=S(=O)(Nc1ccccn1)c1cccc(S(=O)(=O)c2ccc(Cl)cc2)c1	-11%	7%	-0.4%	-0.3%	0.7%	19%	-8%	-1.9%	-18%
Cc1c(C(C)(C)C)c(C=S)n2ccccc12	0%	-8%	0.0%	0.1%	17%	-28%	13%	3.3%	22%
N#CCSc1nnc(Cc2cccs2)n1C1CCCCC1	-11%	-1%	1.1%	-0.3%	-0.8%	27%	-6%	-2.8%	-5%
Cc1cc(C)cc(C(=O)NC(CC(N)=O)c2ccc(NCC3CC3)c([N+](=O)[O-])c2)c1 (centres undefined)	-9%	14%	-0.1%	-1.4%	16%	-4%[20 µM]	0%	-3.8%	50%

Next structures
SMILES	GPR35 antagonists	GPR55 antagonists	GPR55 activation	West Nile virus CPE	HIV fusion peptide	KOR beta-arrestin-1	Dengue-2 NS5 capping	KOR beta-arrestin-2	NOD1 NF-kB reporter	others
Cc1ccc(Cn2c(=O)c3c(nc4n3CCN4Cc3ccco3)n(C)c2=O)cc1	-12%	0%	0.7%	-1.1%	1.9%	.	3%	.	-1%
COc1ccc(C)cc1NC(=O)CSc1nnc(-c2ccc(OC)c(OC)c2)n1N	-1%	9%	0.5%	0.0%	3.7%	-18%	-2%	5.3%	.
COc1ccc(-c2cc(C(=O)N3CCN(c4ccccc4O)CC3)c3ccccc3n2)cc1OC	-20%	13%	0.0%	0.1%	-0.6%	-10%	-5%	0.3%	-36%
CCOP(=O)(OCC)C(Nc1cccc(C(F)(F)F)c1)c1ccc(C)cc1 (centres undefined)	-2%	17%	-0.2%	-0.1%	-0.1%	-10%	3%	-3.0%	10%
CCn1c(SCC(=O)Nc2ccc3c(c2)OCCO3)nnc1-c1ccccn1	-1%	13%	-0.2%	0.5%	0.5%	2%	-10%	2.1%	-21%
COC(=O)C1=CN(Cc2ccc(F)cc2)C=C(C(=O)OC)C1c1cc(OC)c(OC)c(OC)c1	4%	-5%	0.1%	0.5%	1.0%	-4%[20 µM]	-6%	-1.3%	-20%
CCc1ccc(C(=O)CSc2nc(C)cc(=O)[nH]2)cc1	2%	-1%	0.2%	-1.6%	1.9%	2%[20 µM]	0%	0.6%	-38%
Cc1cc[n+](C2=C([O-])c3ccccc3C(=O)/C2=N\S(=O)(=O)c2cccs2)cc1C	6%	-1%	0.4%	1.2%	4.2%	-15%	-5%	2.1%	16%
CC(=O)c1ccc(N2CCN(CC(=O)Nc3ccc4c(c3)OCCO4)CC2)cc1	-7%	6%	-0.1%	-0.9%	-1.0%	-20%	0%	2.2%	-20%
Cc1cc(Cl)ccc1-n1c(-c2cccnc2)n[nH]c1=S	21%	-7%	0.2%	0.5%	-1.2%	.	0%	3.4%	-1%
COc1ccc(N=Cc2ccc(-c3ccccc3)o2)cc1	5%	-6%	-0.1%	0.0%	1.0%	-8%	-9%	-1.4%	-19%
CCNS(=O)(=O)c1ccc(CCC(=O)N2CCN(c3ccc(OC)cc3)CC2)cc1	-15%	11%	0.0%	-1.5%	-1.3%	8%	-1%	-3.0%	4%
COc1ccc(NC(=O)CC(c2ccco2)C(C)C)cc1 (centres undefined)	11%	7%	-0.1%	-0.9%	-1.2%	-24%	-4%	-2.2%	-10%
COc1cccc(CC(NC(C)=O)C(=O)NC2CCN(S(=O)(=O)c3ccc(F)cc3)CC2)c1OC (centres undefined)	32%	14%	-0.1%	0.3%	-0.5%	-30%[20 µM]	1%	.	-18%
CC(C)CCNC1=CC(=O)CC(c2ccccc2)C1 (centres undefined)	0%	-24%	-0.2%	-1.3%	0.1%	-26%	6%	1.1%	1%
Cc1ccc(NC(=S)N2CCCC(c3nc4ccccc4[nH]3)C2)cc1 (centres undefined)	17%	-14%	0.2%	-0.8%	0.1%	-2%[20 µM]	-11%	-7.3%	-20%
O=C(Cn1cc(C(=O)C(F)(F)F)c2ccccc21)NCc1ccco1	-19%	9%	-0.3%	-1.0%	1.6%	17%	-2%	1.0%	-4%
CCOC(=O)N1CCN(Cc2nc(N)nc(Nc3ccc(C)cc3)n2)CC1	-10%	-12%	-0.2%	-0.3%	-2.2%	30%	6%	0.3%	-4%
O=C(NC(NC1CCS(=O)(=O)C1)C(Cl)(Cl)Cl)c1ccc(Br)cc1 (centres undefined)	-1%	16%	-0.1%	-1.1%	-2.1%	15%	-7%	-1.8%	-4%
Cc1nc2cc(CO)ccc2n1C	-6%	5%	0.3%	-0.1%	1.0%	18%	-8%	-4.2%	-15%
Cc1ccc(NC(=O)NC2CCCCC2)cc1S(=O)(=O)N1CCOCC1	0%	-7%	0.1%	-0.3%	1.4%	-2%	-7%	-1.4%	-27%
Cc1cc2occ(CC(=O)OCC(=O)Nc3sc4c(c3C#N)CCC(C)C4)c2cc1C (centres undefined)	3%	-1%	-0.1%	-0.7%	3.4%	2%	-5%	-1.4%	-25%
COc1ccc(OCCNS(=O)(=O)Cc2ccccc2)cc1	-6%	12%	0.8%	-0.5%	2.3%	11%	-1%	-4.8%	-12%
CCOC(=O)N1CCN(C(=O)c2cc3c(ccc4ccccc43)oc2=O)CC1	10%	7%	0.3%	-1.2%	-1.0%	3%	-7%	5.5%	-1%
COc1cccc(OC)c1OCCCN1CCOCC1	-5%	-6%	-0.1%	-0.1%	-0.8%	-15%	0%	0.0%	10%
CCN(C(=O)c1ccnn1C)c1ccccc1	7%	25%	-0.1%	0.9%	-0.1%	-30%	-4%	-3.6%	-8%
Cc1cccc2cc(CN(Cc3ccccc3)C(=O)c3cccc(F)c3)c(Cl)nc12	23%	-6%	-0.1%	-0.2%	-1.7%	-26%	-2%	2.9%	1%
Cc1noc(C)c1C(=O)NC(C)c1ccc2c(c1)OCO2 (centres undefined)	-9%	-6%	-0.1%	0.9%	0.4%	20%	-1%	-4.7%	-10%
COc1ccc(OC)c(S(=O)(=O)NCCOC23CC4CC(CC(C4)C2)C3)c1	7%	1%	-0.4%	-2.2%	-1.8%	24%	-5%	4.3%	-18%
Cc1ccc(NC(=O)CCC(=O)n2nc(C)cc2C)c(C)c1	-2%	9%	0.0%	-0.2%	0.5%	-49%	-2%	1.5%	-9%
